# mcGAS lum = mouse cGAS inhibition by luminescence; inhibition, % at 12.5 µM; 160,000 compounds, 0.15% hits; AID 1259399; Q8C6L5; recombinant cGAS, Kinase-Glo ATP depletion luminescence;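 note: 0% = negative control wells and 100% = reference inhibitor with no enzyme activity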
# NPYLR7 agonist = activates Aedes aegypti NPYLR7 receptor; HEK293T NPYLR7/Galpha15, GCaMP6s calcium fluorescence; 270,000 compounds, 0.15% hits; activation, % at 10 µM; in the data active = activation above about 40%;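 note: 0% = vehicle and 100% = reference agonist at the receptor; some compounds past the cut are filed as inactive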
# hcGAS inh = inhibitors of human cGAS; Q8N884; recombinant h-cGAS, ATP depletion, Kinase-Glo luminescence; 290,000 compounds, 0.081% hits; AID 1259398; inhibition, % at 12.5 µM;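 note: 0% = vehicle reaction and 100% = reaction without DNA for no activity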
# Target sequence (Q8N884 whole entry, looked up): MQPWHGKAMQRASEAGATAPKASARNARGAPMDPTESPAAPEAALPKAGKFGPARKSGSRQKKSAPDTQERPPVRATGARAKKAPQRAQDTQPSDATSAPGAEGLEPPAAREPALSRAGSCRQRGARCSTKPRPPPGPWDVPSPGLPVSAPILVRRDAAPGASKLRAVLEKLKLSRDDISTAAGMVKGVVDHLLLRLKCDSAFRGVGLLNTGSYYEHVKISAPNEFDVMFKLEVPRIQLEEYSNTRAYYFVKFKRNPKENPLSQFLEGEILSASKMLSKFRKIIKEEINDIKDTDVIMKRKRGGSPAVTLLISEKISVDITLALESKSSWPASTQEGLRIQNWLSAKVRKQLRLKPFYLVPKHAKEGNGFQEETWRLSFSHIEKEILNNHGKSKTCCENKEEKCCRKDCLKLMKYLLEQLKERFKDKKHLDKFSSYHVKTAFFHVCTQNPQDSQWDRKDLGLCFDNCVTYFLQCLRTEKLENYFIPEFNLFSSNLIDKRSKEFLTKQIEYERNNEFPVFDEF
# The depositor's hits bear a star; nt = not tested or not shown. Cut-off read from the data, not from the text of the source, unless noted: active = inhibition above about 40%; inactive = the rest.
# Under each structure – mcGAS lum, NPYLR7 agonist, hcGAS inh
1: COC(=O)C(c1ccc(F)cc1Cl)C1C=CC(NC(=O)/C(C)=C/c2ccccc2)C1 (centres undefined)
    -5, 24, -7
2: COC(=O)C1=C(C)NC2=C(C(=O)CC(c3ccccc3)C2)C1c1ccc(O)c([N+](=O)[O-])c1 (centres undefined)
    -6, -2, -4
3: Cc1noc(-c2cccc(F)c2)c1C(=O)NCc1ccncc1
    -4, -7, -1
4: CC(c1cccnc1)N(C)C(=O)Nc1ccc(OCCN2CCN(C)CC2)cc1 (centres undefined)
    nt, 4, -10
5: Cc1cc(N2CCc3onc(C(c4ccccc4)c4ccccc4)c3C2)nc(N)n1
    -14, 2, -4
6: CCC(C)Oc1cccc(NC(=O)CC(C)(C)C(=O)O)c1 (centres undefined)
    nt, 2, 3
7: Cc1cccc(CN2CCC(c3nn(C)c(=O)n3Cc3ccccc3)CC2)n1
    nt, -1, -4
8: COc1ccccc1C(=O)Nc1ccc(-c2nc3cc(Cl)ccc3o2)c(Cl)c1
    -5, 28, -5
9: CNS(=O)(=O)c1cc(/C=C/C(=O)N2CCCc3cc(F)c(F)cc32)ccc1OC
    nt, 9, -3
10: O=C(CSc1nnc(-c2ccc(Cl)cc2)n1-c1ccccc1)N/N=C\c1c2ccccc2cc2ccccc12
    -8, -4, -3
11: O=C(CSc1nnc2n(-c3ccccc3)c(=O)c3ccccc3n12)N1CCCC1
    -5, -11, 3
12: O=C(NCCn1ncc2c(N3CCCCC3)ncnc21)c1cccs1
    -11, 1, -13
13: CCOC(=O)c1c(C)oc2ccc(OCC(=O)NNC(=O)c3cccc(OC)c3)cc12
    nt, -13, 6
14: NC(=S)N=Nc1[nH]c(N)c2ccccc12
    -5, 6, -1
15: CCOc1nn(CC)cc1-c1n[nH]c(=S)n1C
    nt, 2, -3
16: C/C=C/CN1CCC=C(CNC(=O)c2ccccc2NC(C)=O)C1
    nt, 15, 1
17: CC(C)CN(CCC(=O)NCc1cccc(C(F)(F)F)c1)c1nc(Cc2ccccc2)ns1
    -3, -3, -5
18: CNc1nn(CC(=O)Nc2cc(Cl)ccc2OC)c(N)c1-c1nc(-c2ccc(C)cc2)no1
    -7, -5, -4
19: O=P(O)(CN1CCCCCC1)CN1CCCCCC1
    nt, 5, -2
20: CC(C)COCC(O)CN(Cc1ccc(F)cc1F)CC1CCCO1 (centres undefined)
    -6, 27, -6
21: Cc1nc2c(-c3ccccc3)c(C)[nH]n2c(=O)c1C
    nt, -2, 2
22: CCc1nc(-c2ccccc2)nc(N2CCN(C(=O)c3ccccc3Cl)CC2)c1Cc1ccccc1F
    -6, 14, -13
23: CC1=CC(=NNc2ccc(S(N)(=O)=O)cc2[N+](=O)[O-])CC(C)(C)C1
    nt, -6, -11
24: NC(=O)c1cccc2c1CCCN2C(=O)/C=C/c1cccs1
    nt, -4, 5
25: COC(=O)C1C(=O)NC(SCc2ccccc2)=C(C#N)C1c1ccccc1Cl (centres undefined)
    -6, -1, -5
26: CCOC(=O)c1cc(-c2ccc(N3CCN(C(=O)c4cccc(OC)c4)CC3)cc2)n(-c2ccccc2Cl)n1
    -2, 14, 1
27: c1ccc(-n2nnnc2SCCSc2nnnn2-c2ccccc2)cc1
    -6, 1, -9
28: COc1cc(CN(CCC(C)C)CC(O)COCc2ccccc2)cc(OC)c1 (centres undefined)
    -7, 16, -7
29: c1nsnc1OCC1CO1 (centres undefined)
    nt, -2, -9
30: COc1ccccc1OCCN(C#N)c1nc(N(C)C)nc(N(C)C)n1
    -7, 1, -1
31: N#Cc1ccc(Br)cc1
    nt, -2, -5
32: CC(=O)c1cc([N+](=O)[O-])c(Sc2cccc(Cl)c2Cl)s1
    1, -3, -2
33: COc1ccccc1-c1onc(C)c1C(=O)N(C)CCc1ccccn1
    -9, 5, -7
34: COc1ccccc1C(=O)N1CCN(c2cc(C)ccc2OC)C(=O)C1C (centres undefined)
    -3, -10, 1
35: CCOC(=O)CC(=O)Nc1sc2c(c1C(=O)OCC)CCN(Cc1ccccc1)C2
    2, nt, 3
36: CN(C)CCN(CC1CCCN(Cc2ccccc2F)C1)C(=O)c1ccc2ncccc2c1 (centres undefined)
    -6, 0, -3
37: CC(C)n1c(=O)[nH]c2sc3c(c2c1=O)CCN(C(=O)c1cc2ccccc2cn1)C3
    -6, 8, -11
38: COc1ccc2nc(CCN(C)C(=O)c3cnn4cc(C)cnc34)[nH]c2c1
    -10, 3, -7
39: N=c1sc2ccccc2n1CC(=O)OCc1ccccc1
    nt, 1, -7
40: NS(=O)(=O)c1ccc(-n2cccc2C=Nn2cnnc2)cc1
    -8, 0, -7
41: CCc1[nH]n(C)c(=O)c1C1=C(N(C)Cc2ccccc2)C(=O)N(c2cc(C)ccc2OC)C1=O
    -4, 22, -7
42: O=C(CSc1nc(=O)n(CC2CCCO2)c2c1CCC2)Nc1ccc(F)c([N+](=O)[O-])c1 (centres undefined)
    -9, -3, -8
43: O=C(Nc1nnc(SCC2CC2)s1)c1ccc(Cl)cc1
    -6, -4, -6
44: CC(=O)NCCNc1nc(CCN)nc2ccccc12
    -10, 1, -6
45: CNCC(=O)N(Cc1cccc(Cl)c1)C1CC1
    -13, 2, -7
46: CCN1C(=O)C2(NCCS2)c2cc(Cl)ccc21 (centres undefined)
    nt, 1, -2
47: CCc1cc2c(=O)n(Cc3ccco3)c(SCC(=O)Nc3cccc(O)c3)nc2s1
    -1, -4, -2
48: CCc1c(C#N)c(N)nc(SCC(=O)c2ccc(-c3ccccc3)cc2)c1C#N
    nt, -2, -5
49: Nc1cc(-c2cccc(Cl)c2)nn1-c1ccc(C(=O)N[C@@H]2C[C@H]3CC[C@@H]2C3)cc1
    -4, -8, -2
50: COc1cc(NC(=O)CC(C)C)c(OC)cc1Cl
    nt, -4, -5
51: O=C1NCC(=O)N2CCN(C(=O)c3cnc(-c4ccccc4)nc3)CC12 (centres undefined)
    -12, 7, -3
52: CC(C)Cn1nc(C(=O)N2CCN(C)c3ccccc3C2)c2ccccc2c1=O
    nt, 0, -3
53: CCC(C)Cc1c(C)sc2nc(CCl)[nH]c(=O)c12 (centres undefined)
    3, -7, -6
54: O=C(NC1CCCN(Cc2ccccc2F)C1)c1ccc(Cn2cnnn2)cc1 (centres undefined)
    -9, nt, -5
55: CN(C)C(=O)c1ccc(Oc2cnc3ccccc3n2)cc1
    nt, 5, 5
56: COc1ccc(N2C(=O)NC3CC2(C)Oc2c(OC)cc(Br)cc23)c(OC)c1 (centres undefined)
    -8, -8, -4
57: COc1ccc2sc(N(Cc3ccccc3)C(=O)c3ccno3)nc2c1
    -6, -5, -6
58: CN1C2CC(OC(=O)[C@H](CO)c3ccccc3)CC1C1OC12 (some centres undefined)
    -5, 3, 11
59: Cc1c(C)n2c3c(=O)[nH]c(=O)n(C)c3nc2n1-c1ccc(Oc2ccccc2)cc1
    -9, 1, -2
60: FC(F)(F)c1ccc(-c2nc(-c3ccc(Br)cc3)no2)cc1
    -6, -10, -1

# 6 compounds already listed, ordered by heavy-atom count, smallest number first.
# Under each structure – mcGAS lum, NPYLR7 agonist, hcGAS inh
46: CCN1C(=O)C2(NCCS2)c2cc(Cl)ccc21 (centres undefined)
    nt, 1, -2
50: COc1cc(NC(=O)CC(C)C)c(OC)cc1Cl
    nt, -4, -5
33: COc1ccccc1-c1onc(C)c1C(=O)N(C)CCc1ccccn1
    -9, 5, -7
38: COc1ccc2nc(CCN(C)C(=O)c3cnn4cc(C)cnc34)[nH]c2c1
    -10, 3, -7
5: Cc1cc(N2CCc3onc(C(c4ccccc4)c4ccccc4)c3C2)nc(N)n1
    -14, 2, -4
13: CCOC(=O)c1c(C)oc2ccc(OCC(=O)NNC(=O)c3cccc(OC)c3)cc12
    nt, -13, 6

# Other entries follow.
# Under each structure – mcGAS lum, NPYLR7 agonist, hcGAS inh
61: CCCCc1nc(-c2nccn2CCn2ccnc2)c(Cl)[nH]1
    -13, -2, -9
62: COc1ccc(NC(=O)c2cc(-c3ccc(F)cc3)nc3ccccc23)cc1OC
    -1, -19, 3
63: COc1ccccc1C(=O)Oc1ccc(NC2=NS(=O)(=O)c3ccccc32)cc1
    -6, -4, -2
64: CNC(=O)C1CN(C(=O)COc2ccccc2Cl)c2ccccc2O1 (centres undefined)
    nt, -2, -7
65: Cc1c(NC(=O)Cc2csc(NC(=O)NC3CCCCC3)n2)c(=O)n(-c2ccccc2)n1C
    nt, -3, -15
66: Cc1ccc2oc(-c3ccccc3OCC(=O)N(C)Cc3ccco3)nc2c1
    -5, 20, -3
67: O=C(Cc1csc(NC(=O)c2ccc[nH]c2=O)n1)NCCCc1ccccc1
    -6, 2, 2
68: Cc1sc2nc(SCC(N)=O)[nH]c(=O)c2c1C
    nt, -1, -11
69: CC1CCC2(CC1)NC(=O)N(CN1CCC(C(N)=O)CC1)C2=O (centres undefined)
    -5, 0, -7
70: CC(C)N(Cc1ccccn1)S(=O)(=O)c1c[nH]c(C(=O)N2CCCC2)c1
    nt, 1, -7
71: CC1=C(C=NNc2ccc(F)cc2)C(=O)N(C)C(=O)C1C#N (centres undefined)
    nt, 0, 30
72: O=C1NC(=S)SC1=Cc1ccccc1F
    nt, 3, 35
73: Cc1c(NC(=S)NC(=O)c2ccc(Br)o2)c(=O)n(-c2ccccc2)n1C
    0, 0, -4
74: COc1ccccc1N1CCN(C2CCCN(Cc3[nH]c4ccccc4c3C)C2)CC1 (centres undefined)
    -11, 14, -7
75: CCC(C)C(NC(=O)c1cccc(Br)c1)C(=O)Nc1nnc(-c2ccc(Cl)cc2)s1 (centres undefined)
    -3, -3, -6
76: CC(Oc1ccccc1F)C(=O)NCCCn1nc(-c2ccc(F)cc2)ccc1=O (centres undefined)
    nt, -2, -2
77: CN1CC2(CCN(C(=O)c3cnc(-c4cccnc4)nc3)C2)OC1=O (centres undefined)
    nt, -2, 1
78: CCOCC(=O)Nc1c(F)cccc1Br
    nt, 4, -6
79: c1ccc2c(c1)oc1c(NCC3CCCCC3)ncnc12
    -8, 6, -5
80: O=C(NC1CCN(c2ccccc2C(=O)N2CCCC2)CC1)c1ccc(Cl)cc1Cl
    -6, -1, -4
81: CSC1=NC(=O)/C(=C\N(C)C)N1Cc1ccccc1
    nt, 5, -4
82: Fc1ccc(CNC(=S)NCCN2CCOCC2)cc1
    -3, -3, -7
83: CCN(CC)c1c(C)nc2ccc(C(=O)NCCN3CCNC3=O)cn12
    -4, -4, -4
84: CS(=O)(=O)Nc1ccc(C2=NN(S(C)(=O)=O)C(c3ccc4c(c3)OCO4)C2)cc1 (centres undefined)
    -1, 26, -1
85: O=C1OC(/C=C/c2ccc(Cl)cc2Cl)=NC/1=C\c1cccs1
    -2, -2, 0
86: CC(=O)C(C)Sc1cc(C(C)(C)C)nc2c(-c3ccccc3)c(C)nn12 (centres undefined)
    -6, -4, -3
87: CC(=O)C1=C(c2ccc(Cl)cc2)N(C(C)=O)n2c(nnc2-c2ccc(Cl)cc2)S1
    nt, 4, 0
88: Cc1cccc(-c2noc(N3CCCC3)c2CN(CC(O)COc2ccccc2)C(C)C)c1 (centres undefined)
    -1, -7, 3
89: O=C(Nc1cnn(Cc2cccnc2)c1)N1CCC(Nc2ccccc2)C1 (centres undefined)
    nt, 4, -10
90: CC1CCN(C(=O)c2ccc(Cl)o2)CC1
    nt, -1, -16
91: O=C(Nc1ccc2c(c1)OCO2)C(C1CCCC1)N1CCN(C(=O)c2ccc(Cl)c(Cl)c2)CC1 (centres undefined)
    -6, 17, -8
92: COc1ccc2[nH]c3c(c2c1)CCN(C(=O)/C=C/c1ccccc1Cl)C3c1ccc(OCc2ccccc2)cc1 (centres undefined)
    -10, 13, -19
93: C#CCn1c(O)c(N=NC(=O)CNC(=O)c2cccc(Cl)c2)c2ccccc21
    -7, -2, -3
94: COc1ccccc1N1CCNC(C)C1=O (centres undefined)
    nt, -5, -10
95: CN(Cc1nc2ccsc2c(=O)[nH]1)Cc1ccco1
    nt, 7, -2
96: CCC(C)N(Cc1ccc(OS(=O)(=O)c2ccc(F)cc2)cc1)C(=O)Nc1ccc(OC)cc1 (centres undefined)
    0, -7, -1
97: O=C(c1ccccc1OC1CCN(Cc2nc3c(s2)CCCC3)CC1)N1CCCCC1
    nt, -1, -9
98: CC(C)CC(=O)Nc1ccnn1C1CCN(C(=O)[C@@H]2C[C@@H]3C=C[C@H]2C3)CC1
    nt, 4, -11
99: CC(C1CC1)N(C)CC(=O)NCc1cnn(-c2ccccc2)n1 (centres undefined)
    nt, -3, 1
100: CC(C)Cn1c2c(=O)[nH]c(=O)n(C)c2n2c(-c3ccc(Cl)cc3)nnc12
    nt, 7, 2
101: CCOC(=O)c1c(NC(=O)CN2CCC(C)CC2)sc2c1CCC(C)C2 (centres undefined)
    -4, -4, -2
102: CCCCn1ccc2c(nnc3c(-c4ccccc4)cnn32)c1=O
    nt, 2, -13
103: Cc1ccc(-c2csc(N)n2)s1
    -1, 1, 7
104: O=C1N=c2ccccc2=C1c1sc(=S)n(NC(=O)c2ccc(Br)cc2)c1O
    -7, 10, -5
105: CC(C(=O)N1CC(=O)Nc2ccccc21)N1CCCc2ccccc21 (centres undefined)
    nt, -3, -2
106: CCNC(=O)c1cc(-c2ccccc2)nc2ccccc12
    -9, 9, -5
107: O=C(Oc1cccnc1)c1ccc(Cl)c(Cl)c1
    6, -3, 0
108: O=C1NC2(CCN(Cc3ccncc3)CC2)Nc2ccc(Br)cc21
    -4, 0, -3
109: CCOC(=O)C1=NN(c2ccc(F)cc2)C2(N3CCOCC3)CCCC12 (centres undefined)
    nt, 8, 2
110: Cc1noc(C)c1CN1CCC(c2n[nH]c(=O)n2Cc2ccccc2)CC1
    nt, 1, 0
111: S=c1[nH]nc(-c2c[nH]c3ccccc23)n1CC1CCCO1 (centres undefined)
    -1, 0, -1

# Some of the entries so far, with tabs.
cpd	canonical_smiles	mcGAS lum	NPYLR7 agonist	hcGAS inh
109	CCOC(=O)C1=NN(c2ccc(F)cc2)C2(N3CCOCC3)CCCC12 (centres undefined)	nt	8	2
110	Cc1noc(C)c1CN1CCC(c2n[nH]c(=O)n2Cc2ccccc2)CC1	nt	1	0

# Compound activity as filed in PubChem.
